Screening results deposited in PubChem by Johns Hopkins Ion Channel Center.
Kir21 inh: inhibitors of mouse Kir2.1 inward-rectifier potassium channel | Inward rectifier potassium channel 2 (Mus musculus), P35561 | HEK293-Kir2.1, FluxOR thallium flux fluorescence; stronger effect = lower value | B-score at 10 µM | 310,000 tested, 0.85% active | AID 1672, 2009;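 active means fluorescence ratio B-score at or below minus 3 SD of library scores, with starting-brightness B-score within 2 SD, cut at about -4.2 in these data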;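 further: channel flux triggered by added potassium and thallium sulfate stimulus; B-score of peak minus minimum fluorescence over baseline after thallium stimulus; more negative B-score means stronger Kir2.1 block with less thallium influx; some compounds called inactive have numbers as strong as hits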
Target sequence (P35561 whole entry, looked up): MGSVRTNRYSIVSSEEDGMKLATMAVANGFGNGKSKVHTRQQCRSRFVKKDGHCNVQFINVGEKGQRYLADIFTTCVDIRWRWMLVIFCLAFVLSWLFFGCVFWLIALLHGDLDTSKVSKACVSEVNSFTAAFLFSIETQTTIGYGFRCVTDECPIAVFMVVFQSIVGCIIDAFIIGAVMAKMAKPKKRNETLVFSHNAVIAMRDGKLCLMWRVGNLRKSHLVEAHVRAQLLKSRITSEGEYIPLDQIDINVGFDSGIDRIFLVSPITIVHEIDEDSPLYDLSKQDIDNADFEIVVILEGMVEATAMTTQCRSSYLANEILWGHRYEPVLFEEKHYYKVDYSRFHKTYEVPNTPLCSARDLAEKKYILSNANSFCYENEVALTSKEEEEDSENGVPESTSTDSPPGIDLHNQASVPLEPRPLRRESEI
CHT inh: inhibitors of human choline transporter CHT; High affinity choline transporter 1 (Homo sapiens), Q9GZV3; AID 488975, 2010; 310,000 tested, 0.86% active; B-score at 10 µM; CHT-expressing cells, membrane potential dye, choline response; stronger effect = lower value;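 active means B-score over 3 SD under the library average, and starting fluorescence ratio not unusually high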;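 further: choline stimulus applied at its EC90 after an EC20 pre-addition; B-score computed on integrated fluorescence ratio after choline addition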
Target sequence (Q9GZV3 whole entry, looked up): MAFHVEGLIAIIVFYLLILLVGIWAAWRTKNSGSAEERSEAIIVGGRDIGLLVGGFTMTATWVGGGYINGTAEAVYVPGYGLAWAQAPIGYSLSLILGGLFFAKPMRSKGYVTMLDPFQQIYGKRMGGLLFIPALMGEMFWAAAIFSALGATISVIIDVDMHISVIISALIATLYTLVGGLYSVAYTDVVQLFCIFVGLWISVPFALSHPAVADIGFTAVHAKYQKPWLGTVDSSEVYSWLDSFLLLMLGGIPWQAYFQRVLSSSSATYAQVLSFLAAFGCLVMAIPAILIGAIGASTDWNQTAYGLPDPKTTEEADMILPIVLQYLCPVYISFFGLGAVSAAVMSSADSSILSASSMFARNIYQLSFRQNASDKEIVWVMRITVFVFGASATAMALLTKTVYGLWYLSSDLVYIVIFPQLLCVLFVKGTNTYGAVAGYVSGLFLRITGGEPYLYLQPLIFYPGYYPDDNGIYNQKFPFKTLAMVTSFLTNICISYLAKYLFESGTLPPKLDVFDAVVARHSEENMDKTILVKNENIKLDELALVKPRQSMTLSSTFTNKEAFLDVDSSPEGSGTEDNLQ
* marks the source's active call; other numbers are inactive results; i = inactive; · = no result given; & = joins results of further samples.

SMILES	Kir21 inh	CHT inh
O=C(CSc1nnc(NC(=O)c2ccccc2[N+](=O)[O-])s1)NCC1CCCO1 (stereo not given)	0.02	i
Cc1ccc(C(=O)CSc2nc(N)cc(=O)[nH]2)cc1	-1.2	i
Cc1ccc(S(=O)(=O)N2CCN(C(=O)COC(=O)c3ccc(Br)o3)CC2)c(C)c1	-0.3	i
O=C(O)Cc1ccc2oc(-c3ccccn3)nc2c1	-0.62	i
Cc1ccc(C(=O)N2CCC3(CC2)NCCc2[nH]cnc23)cc1C	-1.2	i
O=C(c1cccc(Br)c1)N1CCN(C(=O)N2CCCCC2)CC1	0.6	i
COc1ccc(C)cc1NC(=O)c1ccccc1NS(=O)(=O)c1cccc2cccnc12	0	i
CC(=O)c1cc(C#N)c(NCCCN(C)C)nc1C	-0.52	i
CCC(=O)Nc1ccc(OCc2nc3ccccc3s2)cc1	-0.62	i
CC1CCN(CCCNC(=O)c2cc3c(s2)-c2ccccc2OC3)CC1	-3.9	i
CCC(C)(C)NC(=O)C(c1ccco1)N(C(=O)Cn1nnc2ccccc21)c1ccc2c(c1)OCO2 (stereo not given)	1.7	i
CCN1CCN(c2ccc([N+](=O)[O-])c(Sc3nc4ccccc4[nH]3)c2)CC1	0.04	i

Three entries from above, bar-delimited:
structure | Kir21 inh | CHT inh
Cc1ccc(C(=O)N2CCC3(CC2)NCCc2[nH]cnc23)cc1C | -1.2 | i
O=C(c1cccc(Br)c1)N1CCN(C(=O)N2CCCCC2)CC1 | 0.6 | i
COc1ccc(C)cc1NC(=O)c1ccccc1NS(=O)(=O)c1cccc2cccnc12 | 0 | i

Continued:
SMILES	Kir21 inh	CHT inh
O=C(O)CSc1nc2c(c(C(F)(F)F)n1)CCCC2	-0.06&-0.41	i
CCn1c(CC(=O)Nc2ccc(C)cc2)nnc1SCC(=O)N1CCN(c2ccccc2)CC1	0.01	i
Cc1cccc(C(=O)N2CCCC(Nc3ccc(C)c(C)c3)C2)n1 (stereo not given)	1.5	i
CCOC(=O)C1(Cc2cccc(OC)c2)CCCN(C(=O)CNC(C)=O)C1 (stereo not given)	0.43	i
CCOC(=O)C1(CCOc2ccccc2)CCN(CC2CC2)CC1	-0.02	i
O=C(NC1CCc2ccccc21)c1cc(COc2ccc(F)cc2F)on1 (stereo not given)	0.16	i
Cc1cc(C(=O)COC(=O)CN(C)S(=O)(=O)c2ccc(Cl)cc2)c(C)n1CC1CCCO1 (stereo not given)	0.62	i
COc1cccc(NC(=O)C(c2ccccc2)N2CCCC2)c1 (stereo not given)	-0.36	i
O=[N+]([O-])c1ccc(CSc2nnc(SCc3ccc(Cl)cc3)s2)cc1	-0.49	i
Cc1ccc(Cl)c(NC(=O)CN(C)CC(=O)Nc2ccc(F)c(F)c2F)c1Cl	-1.9	i
O=C(NCCNC(=O)c1ccccn1)c1cccc(F)c1	-0.59	i
CC1(C)CC(=O)C2=C(C1)NC(SCC(N)=O)=C(C#N)C21CCCCC1	-1.8	i
O=C(c1nnsc1S(=O)(=O)c1ccc(Cl)cc1)N1CCOCC1	-1.7	·
COCCNC(=S)N/N=C/c1ccc(N2CCOCC2)cc1	1.2	i
CCC(NC(=O)Nc1ncccc1C)(C(F)(F)F)C(F)(F)F	0.85	i
N/C(CSc1ccccn1)=N\OCc1c(Cl)cccc1Cl	-1.4	i
N#C/C(=C/c1ccc(N2CCCCCC2)o1)c1cccc(F)c1	-1.6	i
CCn1c(SCC(=O)NCC2CCCO2)nnc1-c1ccccc1 (stereo not given)	-0.22	i
Cn1c(=O)c2nc(-c3ccc(Cl)cc3Cl)oc2c2ccccc21	0.87	i
COc1ccc(NC(=O)CSc2nnc(-c3cc(C)[nH]n3)n2N)cc1OC	-0.75	i
C=C(C)CNC(=S)Nc1ccc(S(=O)(=O)Nc2cnc3ccccc3n2)cc1	2	i
O=C(O)c1cccc(S(=O)(=O)Nc2ccc(OCc3ccccc3)cc2)c1	0.02	i
COC(=O)c1cc(C(=O)NCCCN2CCOCC2)cc([N+](=O)[O-])c1	0.5	i
CC(C)(C)C1CCC(=NNc2ccc(S(N)(=O)=O)cc2[N+](=O)[O-])CC1 (stereo not given)	3.1	i
COc1ccc(NC(=O)C2CCCN(S(=O)(=O)c3c(C)n[nH]c3C)C2)cc1 (stereo not given)	0.38	i
COc1ccccc1NC(=O)CSc1nnc(CC(=O)Nc2ccccc2)n1C	0.27	i
COCCn1nnnc1C(c1cc2c(C)cc(C)cc2[nH]c1=O)N1CCCCCC1 (stereo not given)	-1.3	i
Cc1ccc(NC(=O)CSc2nnc(CNC(=O)c3ccco3)o2)cc1Cl	0.23	i
CCOC(=O)Cc1csc(NC(=O)CSc2nnc3ccccn23)n1	-1.1	i
Cc1cc(=O)[nH]c(SCc2cccc3ccccc23)n1	-0.09	i
CCCCCn1c(N2CCN(Cc3ccccc3)CC2)nc2c1c(=O)[nH]c(=O)n2C	2	i
O=[N+]([O-])c1ccccc1/C=N/n1c(C(F)(F)F)n[nH]c1=S	-0.89	i
CC(=O)N/C(=N\OCc1ccc(Br)cc1)c1nonc1NC(C)=O	0.57	i
CCc1nc2oc3cc(OC)ccc3c(=O)c2c(=O)n1-c1ccccc1	-0.08	i
CC1(C(=O)N/N=C/c2ccccc2)CC1(Br)Br (stereo not given)	1.5	i
O=C(O)c1sc2cccc(Cl)c2c1Cl	3.6	i

A few values from the results shown:
Kir21 inh, `O=[N+]([O-])c1ccccc1/C=N/n1c(C(F)(F)F)n[nH]c1=S` stands at -0.89
Kir21 inh, `O=C(O)c1sc2cccc(Cl)c2c1Cl` stands at 3.6
Kir21 inh, `CC1(C(=O)N/N=C/c2ccccc2)CC1(Br)Br` (stereo not given) stands at 1.5

Later entries
SMILES	Kir21 inh	CHT inh
O=C(c1ccccc1)c1coc2c1C(=O)c1ccccc1C2=O	0	i
Cc1c(OCC(F)(F)F)ccnc1CSc1nc2ccccc2[nH]1	-0.95	i
Oc1ccc2[nH]ccc2c1	0.4	i
O=C(Cc1ccccc1)Nc1cccnc1	-0.01	i
O=c1c(=O)n2c(nn1Cc1ccc(F)cc1)sc1ccccc12	0.61	i
CCOc1cc(/C=C2\C(=O)N(Cc3ccc(C)cc3)C(C)=C2C(=O)OC)ccc1O	-0.95	i
O=C(O)/C=C/c1ccccc1[N+](=O)[O-]	-0.47	i
Cc1ccc(NC(=O)CCl)c(C)c1	1.6	i
CN(CC(=O)Nc1ccc(F)cc1)C(=O)COC(=O)Cc1cccs1	1.7	i
COc1cc(C(=O)/C=C/c2cccnc2)c([N+](=O)[O-])cc1OC	-0.44	i
CC(C)CN(CCCNC(=O)CN1C(=O)COc2ccc(S(=O)(=O)N3CCOCC3)cc21)CC(C)C	0.21	i
Cc1ccc(C)c(S(=O)(=O)N2CCN(CC(=O)Nc3ccc4c(c3)CCC4)CC2)c1	-3.2	i

Reprinted at random: five records from the list
SMILES	Kir21 inh	CHT inh
Cc1ccc(C)c(S(=O)(=O)N2CCN(CC(=O)Nc3ccc4c(c3)CCC4)CC2)c1	-3.2	i
CC(C)CN(CCCNC(=O)CN1C(=O)COc2ccc(S(=O)(=O)N3CCOCC3)cc21)CC(C)C	0.21	i
Cc1ccc(NC(=O)CCl)c(C)c1	1.6	i
O=C(O)/C=C/c1ccccc1[N+](=O)[O-]	-0.47	i
O=C(Cc1ccccc1)Nc1cccnc1	-0.01	i

(cont.)
SMILES	Kir21 inh	CHT inh
CC(=O)N1CCN(C(=O)COC(=O)CNC(=O)c2ccccc2C)CC1	-0.03	i
O=C1C2CSCN2C(=O)CN1CCCN1CCN(C(c2ccccc2)c2ccccc2)CC1 (stereo not given)	-0.26	i
O=C(NCc1ccccc1)Nc1cccc2ccccc12	0.85	i
C=CCc1cccc2cc(C(=O)N(CC)CC)c(=O)oc12	-2.1	i
Cc1cc(C(=O)OCC(=O)NC(=O)c2cccn2C)c2ccccc2n1	-0.23	i
Cc1ccc(C)c(NC(=O)CN2C(=O)CNC2=O)c1	-1.5	i
COC(=O)C1CCN(C(=O)C2CCN(C(=O)[C@H](C)NS(=O)(=O)c3ccc(C)cc3)CC2)CC1	-0.25	i
CC(C)CN(C(=O)COC(=O)c1ccccc1SCC(=O)NC1CCCCCC1)C1CCS(=O)(=O)C1 (stereo not given)	-2.5	i
CCCC(NC(=O)CCc1c(C)c2cc3c(-c4ccccc4)coc3cc2oc1=O)C(=O)O (stereo not given)	0.02	i
CC(C)c1ccc(NC(=O)[C@@H](NC(=O)N2CC(=O)Nc3ccccc32)C(C)C)cc1	0.15	i
CCc1ccc(-c2nc(CS(=O)CC(=O)O)c(C)o2)cc1 (stereo not given)	0.63	i
CC(Oc1cccc(Cl)c1)C(=O)Nc1ccc([N+](=O)[O-])cn1 (stereo not given)	-0.04	i
COc1ccc(Cl)cc1CN1CCOCC1	0.12	i
COc1ccc(/C(N)=N/OC(=O)c2ccc(Br)o2)cc1	-0.89	i
C=CCNC(=O)c1onc(CSc2ccccc2)c1C(=O)O	0.84	i
COc1ccc2nc(NC(=O)c3ccc(-c4cccc([N+](=O)[O-])c4)o3)sc2c1	0.02	i
O=C(Nc1ccc(S(=O)(=O)N2CCOCC2)cc1)c1ccccc1	0.65	i
CC(C)CC(=O)Nc1ccc(N2CCN(C(=O)c3cccs3)CC2)cc1	0.91	i
Fc1ccc(OCCn2cnc(Cl)c2Cl)cc1	0.79	i
COc1cccc(CN(C)CC(=O)NC(=O)NCc2ccccc2)c1	-1.4	i
O=[N+]([O-])c1ccc(/C=N/Nc2nc(N3CCOCC3)nc(N3CCOCC3)n2)cc1	0.94	i
CC(=O)c1ccc(NC(=O)C2CC(c3ccc(F)cc3)=NO2)cc1 (stereo not given)	1.1	i
Cc1nn(-c2cc(N3CCCCCC3)ccc2[N+](=O)[O-])c(=O)c2ccccc12	1.5	i
CC1CCN(C(=O)c2cccc(S(=O)(=O)N3CCCCC3)c2)CC1	0.71	i
COC(=O)c1ccc(N(C(=O)CNC(=O)c2ccco2)C(C(=O)NC2CCCC2)c2ccco2)cc1 (stereo not given)	-0.57	i
CN(C)S(=O)(=O)c1cc([N+](=O)[O-])ccc1N1CCCCCC1	-4.6*	i
Cc1ccc(O)c(NC(=O)c2cccc(NC(=O)c3ccco3)c2)c1	1.3	i
COc1ccccc1N(CC(=O)NC1CCCC1)C(=O)C1(C)CC(=O)N=C2C=CC(C)=CN21 (stereo not given)	1.4	i
N#C/C(=C(\O)c1cc(Cl)sc1Cl)c1nc2ccccc2[nH]1	0.32	i
Cc1ccc(NC(=O)CSc2nnc(-c3ccccn3)n2N)cc1F	-0.23	i
CC(=O)NS(=O)(=O)c1ccc(NC(=S)NC(=O)CC(C)C)cc1	0.79	i
CCn1cc(C(=O)O)c(=O)c2cc(F)c(N3CCNCC3)cc21	-0.11	i
COc1cc(/C=N/n2nnnc2N)ccc1OC(C)C	0.98	i
CC1CCCCN1Cc1c(O)ccc2c(=O)c(-c3nc4ccccc4s3)coc12 (stereo not given)	-0.03	i
COc1cc(NC(=O)COC(=O)c2cc(S(=O)(=O)N3CCCCC3)ccc2Cl)c(C)cc1[N+](=O)[O-]	-0.44	i
COc1ccc(NC(=O)CN(C)S(=O)(=O)c2ccccc2)cc1OC	0.19	i
COc1ccc(-c2cc3cc(C(=O)O)ccn3c2C(=O)c2ccccc2)cc1	1.2	i
CCS(=O)(=O)N1CCN(C(=O)CC(C)C)CC1	-2.9	i
CCc1ccc(NC(=O)CC2C(=O)N(c3ccc(C)cc3)C(=O)N2CCc2ccncc2)cc1 (stereo not given)	-0.55	i
NNC(=O)CNC(c1ccccc1)c1cc(Br)ccc1NC(=O)c1ccccc1Br (stereo not given)	0.81	i
CC(C)c1ccc(NC(=O)c2ccc(Br)o2)cc1	2	i
COc1cc(C(=O)ONC(=O)c2ccc(OC(F)F)cc2)cc(OC)c1OC	-0.91	i
Cc1cc(=O)n2nc(N3CCCC3C(=O)NCCCN3CCCCC3)sc2n1 (stereo not given)	2.4	i
CCN(CC)C(=O)Oc1ccc2c(=O)c(-c3ccccc3)coc2c1	-0.52	i
Cc1cccc(N(C(=O)c2snc(C(N)=O)c2N)C(C(=O)NCC2CCCO2)c2c[nH]c3ccccc23)c1 (stereo not given)	-0.4	i
CCn1ccnc1CN(C)Cc1cn(-c2ccc(C)cc2)nc1-c1ccc(F)cc1	1.3	i
COc1ccc(C2CC(c3ccccc3)Nc3ncnn32)cc1 (stereo not given)	1.1	i
COc1cccc(C(c2nnnn2Cc2ccccc2)N2CCN(C(=O)c3ccco3)CC2)c1OC (stereo not given)	-0.01	i
O=C(NC(=S)N1CCCc2ccccc21)c1ccco1	-0.46	i
COc1ccc(CN(C)CC(=O)Nc2ccc(Cl)cc2C(F)(F)F)c(OC)c1	-1.5	i
CCc1ccccc1NC(=O)Cn1c(=O)n(-c2ccc(CC(=O)NCC3CCCO3)cc2)c(=O)c2ccccc21 (stereo not given)	0.26	i
C/C=C/c1ccc(OCCOc2cccc3cccnc23)c(OC)c1	0.01	i
CN1CC2([N+](=O)[O-])CC=C(Oc3ccccc3)C([N+](=O)[O-])(C1)C2 (stereo not given)	-4.6	i
Cc1cc(C)n(-c2nc3ccccc3nc2N2CCN(S(=O)(=O)c3cccc(C#N)c3)CC2)n1	0.34	i
CN(Cc1cccs1)C(=O)C1CC(=O)N(Cc2ccccc2)C1 (stereo not given)	-0.38	i
CCC1CCCCN1Cc1cc(OC)c(O)c([N+](=O)[O-])c1 (stereo not given)	1.3	i
Cc1ccc(S(=O)(=O)N2CCC(C(=O)N(C)C3CCS(=O)(=O)C3)CC2)cc1 (stereo not given)	-2.4	i
CC(C)[C@H](NC(=O)C1CCN(C(=O)[C@@H]2CCCN2)CC1)C(=O)NCc1ccc(F)cc1	-0.59	i

Random draw from the library; about 1.6% have a hit in one of these screens.
